CSN inh – CSN deneddylation inhibition; Purified CSN, SCF-Nedd8-OG deneddylation, fluorescence polarization; inhibition, % at 12.5 µM; actives 0.38% (n = 360,000);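 active means pattern-corrected inhibition above about 35%, with an unprinted fluorescence ratio check between 0.5 and 1.5, limit read from the data, passing the limit was not always enough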;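 further: 0% = enzyme with substrate and 100% = substrate without enzyme; some results filed as inactive read as strong as hits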
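test system = HEK293T-derived human Csn5 enzyme | amount = 0.24 nM Csn5 enzyme, final concentration | medium = Tris/NaCl/DTT buffer, pH 7.5 | schedule = 90 min reaction at room temperature | signal = FP | evaluation = inhibition of Csn5 cleavage, % | compound dosing = single dose of 12.5 µM compound with 0.25% DMSO | probe or stimulus = 10 nM SCFSkp2-Nedd8OG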
MsrA inh – bovine MsrA inhibition; purified bovine MsrA, absorbance read-out; inhibition, % at 15.5 µM; actives 0.75% (n = 360,000); in the data active means inhibition above about 4.5%;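 further: 0% = vehicle wells with enzyme and 100% = reference inhibitor wells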
DNMT1 inh – DNMT1 (human) enzyme inhibition; inhibition (reported as % activation of signal), % at 10 µM; actives 0.83% (n = 360,000); DNMT1 molecular beacon, Hinp1I cleavage, fluorescence; AID 588458; P26358; in the data active means inhibition above about 50%
Rpn11 block – Rpn11 (human) deubiquitinase inhibition; O00487; human 26S proteasome, Ub4-pepOG fluorescence polarization; 20S core pre-blocked with epoxomicin; calls only at 20 µM; actives 0.59% (n = 360,000); AID 588493;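 active means inhibition at 20 µM, scaled to each plate's controls, above about 33%, limit read from the data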
SUMO1 PPI mod – alters human SUMO1 binding to SIM partners | AID 602429 | P63165 | SUMO1 binding to a labelled peptide, TR-FRET, 1 h | inhibition, % at 20 µM | actives 0.33% (n = 360,000); in the data active means inhibition above about 37%
STEP block – inhibitors of human striatal-enriched phosphatase STEP; recombinant STEP, OMFP fluorogenic substrate, fluorescence; inhibition, % at 20 µM; actives 0.25% (n = 360,000); P54829;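 active means inhibition at 20 µM, scaled per plate between control wells, above about 37%, limit read from the data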;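 further: 0% = DMSO with enzyme and substrate and 100% = substrate only without enzyme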
Target sequence (P54829 whole entry, looked up): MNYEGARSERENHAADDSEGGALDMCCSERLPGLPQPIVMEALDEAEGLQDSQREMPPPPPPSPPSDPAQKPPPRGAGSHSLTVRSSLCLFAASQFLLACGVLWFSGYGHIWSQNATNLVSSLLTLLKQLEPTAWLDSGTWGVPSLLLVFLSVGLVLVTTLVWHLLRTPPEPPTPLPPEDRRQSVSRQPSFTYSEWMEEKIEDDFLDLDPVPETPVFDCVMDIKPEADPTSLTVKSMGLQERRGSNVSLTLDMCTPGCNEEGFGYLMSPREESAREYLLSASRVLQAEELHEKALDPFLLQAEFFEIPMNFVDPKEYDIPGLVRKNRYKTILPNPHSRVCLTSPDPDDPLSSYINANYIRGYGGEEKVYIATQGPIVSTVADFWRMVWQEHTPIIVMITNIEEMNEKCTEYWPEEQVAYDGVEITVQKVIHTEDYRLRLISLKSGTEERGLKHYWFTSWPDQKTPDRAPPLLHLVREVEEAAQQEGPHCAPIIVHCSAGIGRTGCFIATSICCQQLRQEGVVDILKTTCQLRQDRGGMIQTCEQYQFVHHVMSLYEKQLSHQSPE
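material = STEP tyrosine phosphatase | reagent = fluorogenic phosphatase substrate OMFP at 25 µM final | doses = single compound dose of 20 µM, 1% DMSO final | schedule = 20 min reaction, room temperature, in the dark | measured by = fluorescence, 480/540 nm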
Scp1 inh – inhibitors of human Scp-1 phosphatase | Q9GZU7 | Recombinant Scp1, phosphopeptide, malachite green phosphate absorbance | inhibition, % at 20 µM | actives 0.88% (n = 340,000);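 active means inhibition above about 50% at 20 µM, limit read from the data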;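 further: plate controls were DMSO wells with enzyme for no effect and wells lacking enzyme for full effect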
Target sequence (Q9GZU7 76-261 limits assumed): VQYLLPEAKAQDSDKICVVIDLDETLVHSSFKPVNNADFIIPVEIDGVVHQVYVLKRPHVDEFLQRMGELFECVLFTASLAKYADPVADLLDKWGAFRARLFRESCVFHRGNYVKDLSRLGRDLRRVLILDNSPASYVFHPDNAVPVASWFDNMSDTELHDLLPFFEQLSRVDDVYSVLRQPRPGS
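Test system: SCP-1 catalytic domain; Buffer or medium: Acidic Tris acetate buffer with magnesium and detergent; Also added: Phosphorylated 17-residue peptide substrate; Compound: single 20 µM dose, 1% DMSO; Schedule: enzyme reaction 45 min at room temperature, colour 5 min, stabilisation 30 min; Signal: Phosphate-binding colour reagent, absorbance read at 630 nm.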
NadD inh – blocks S. aureus nicotinate mononucleotide adenylyltransferase; actives 0.78% (n = 360,000); inhibition, % at 20 µM; purified NadD enzyme, colorimetric absorbance read-out; in the data active means inhibition above about 26%; further: some compounds past the cut are filed as inactive
LMPTP inh – LMPTP (human) inhibition; P24666; recombinant LMPTP-A, OMFP fluorogenic substrate, fluorescence intensity; inhibition, % at 20 µM; actives 0.22% (n = 360,000); AID 651560;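 active means compounds that cut the enzyme signal by at least half of the control window in the single-dose screen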;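 further: plate controls were DMSO wells with enzyme plus substrate for no effect and substrate without enzyme for full effect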
Target sequence (P24666 whole entry, looked up): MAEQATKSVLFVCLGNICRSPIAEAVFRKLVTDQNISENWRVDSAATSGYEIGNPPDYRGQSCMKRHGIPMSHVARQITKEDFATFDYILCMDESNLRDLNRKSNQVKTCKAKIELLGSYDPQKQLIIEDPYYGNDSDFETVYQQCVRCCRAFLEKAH
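material = LMPTP-A | quantity = 0.625 nM enzyme | reagent = OMFP substrate, 400 µM final | buffer or medium = Bis-Tris pH 6.0, DTT, detergent | detection = endpoint fluorescence intensity from OMFP dephosphorylation | dosing = single 20 µM dose | read-out basis = % inhibition relative to no-enzyme and uninhibited control wells | control set = no-enzyme and uninhibited controls | timing = 50 min at room temperature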
Tb MetRS inh – Trypanosoma brucei MetRS inhibition. purified T. brucei MetRS, ATP depletion, Kinase-Glo luminescence. inhibition, % at 11.9 µM. actives 0.4% (n = 360,000). AID 624268;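 active means inhibition above a per-plate cutoff of the control wells' mean inhibition plus 3 SD, cut at about 5.5% in these data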;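 further: 0% = DMSO wells median and 100% = median of wells with control inhibitor compound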
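Material – parasite MetRS enzyme · Medium – HEPES-MgCl2-KCl buffer plus DTT, spermine, BSA, pyrophosphatase · Reagent – ATP, methionine and E. coli bulk tRNA substrates · Times – 15 min enzyme-compound preincubation, 2 h reaction, 10 min detection, 25 °C · Measured by – luminescence of leftover ATP · Evaluation – percent inhibition relative to median high and low control wells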
* marks the source's active call; other numbers are inactive results; i = inactive; . = not tested or not shown; + = active, no number; & = joins results of further samples.

SMILES,CSN inh,MsrA inh,DNMT1 inh,Rpn11 block,SUMO1 PPI mod,STEP block,Scp1 inh,NadD inh,LMPTP inh,Tb MetRS inh
CC(C)C[C@@H](CN1CCCC1CN1C(=S)NC[C@@H]1Cc1ccc(O)cc1)N1C[C@H](Cc2ccc(O)cc2)N(CCc2ccccc2)C1=S (some centres undefined),-1,-0.2,-44,i,5,4,33,42*,5.3,-1.7
Cc1ccc(S(=O)(=O)N(C(=O)c2ccncc2)c2ccc3oc4c(c3c2)CCCC4)cc1[N+](=O)[O-],1,-1.0,-9,i,-4,3,12,35*,2.2,-1.0
Nc1ccn([C@H]2C[C@H](O)[C@@H](CO)O2)c(=O)n1,-2&-3,-1.1&-0.1,-1&-1,i,8&-4,-2&0,-9&-14,-1&-2,-1.9&-0.5,-0.1&-0.5
O=C(NC1CCCC1)C1CC(c2ccc(F)cc2)=NO1 (centres undefined),4,2.4,0,i,0,-3,5,-2,-0.3,-0.3
O=C1C(C=Nc2ccccc2O)=C(O)c2ccccc21,-3,2.1,-2,i,-11,2,-11,0,1.5,-0.1
COc1ccc(C(CC(=O)N2CCCC2)c2c(OC)cc(OC)c3c(-c4ccccc4)cc(=O)oc23)cc1 (centres undefined),36*,0.0,94*,i,3,7,67*,9,15,0.3
Cc1ccc(SCC(=O)N2CCN(c3ccccn3)CC2)cc1,2,-0.3,0,i,-5,-1,-7,-3,-1.0,-0.2
O=C(NC12CC3CC(CC(C3)C1)C2)c1ccc(N2CCNCC2)c([N+](=O)[O-])c1,-5,1.4,2,i,-17,3,-5,0,-0.9,0.0
Cc1cc(C)c(NC(=O)c2cccs2)c(C)c1NC(=O)c1cccs1,4,-1.0,0,i,-3,-3,-1,-3,-0.7,0.3
CCN(CCO)C(=S)Nc1cc(S(=O)(=O)N(C)C)ccc1C,-2,-0.7,0,i,-2,-3,-1,1,-0.7,-0.1

Structural class: the entries above with two or more sulfur atoms.
SMILES,CSN inh,MsrA inh,DNMT1 inh,Rpn11 block,SUMO1 PPI mod,STEP block,Scp1 inh,NadD inh,LMPTP inh,Tb MetRS inh
CC(C)C[C@@H](CN1CCCC1CN1C(=S)NC[C@@H]1Cc1ccc(O)cc1)N1C[C@H](Cc2ccc(O)cc2)N(CCc2ccccc2)C1=S (some centres undefined),-1,-0.2,-44,i,5,4,33,42*,5.3,-1.7
Cc1cc(C)c(NC(=O)c2cccs2)c(C)c1NC(=O)c1cccs1,4,-1.0,0,i,-3,-3,-1,-3,-0.7,0.3
CCN(CCO)C(=S)Nc1cc(S(=O)(=O)N(C)C)ccc1C,-2,-0.7,0,i,-2,-3,-1,1,-0.7,-0.1

Later entries.
SMILES,CSN inh,MsrA inh,DNMT1 inh,Rpn11 block,SUMO1 PPI mod,STEP block,Scp1 inh,NadD inh,LMPTP inh,Tb MetRS inh
Cc1ccc(-c2ccc(/C=N\n3cnnc3)o2)c(Br)c1,1,1.4,0,i,-18,-1,-11,-10,1.4,0.6
O=C(NCn1ccc(=O)[nH]c1=S)c1ccccc1,-1,0.6,1,i,-3,-14,-2,5,-0.2,-1.1
Cc1nc(-c2ccccc2)nc2[nH]c(=O)n(-c3ccccc3)c(=O)c12,-2,-0.3,-1,i,13,12,-8,5,0.0,-1.5
O=C(Cc1ccccc1)Nc1ccc(N2CCCCC2)cc1,4,1.8,3,i,1,0,1,1,-1.3,-1.7
O=C(c1cc([N+](=O)[O-])ccc1Cl)N1c2ccccc2Sc2ccccc21,2,1.0,-4,i,4,2,-13,7,2.4,-0.8
O=C(COC(=O)Cn1nnc2ccccc21)Nc1ccccc1Br,-3,0.3,4,i,-2,-5,-4,2,-2.9,1.0
Cc1cc(NC(=O)CCCN2C(=O)/C(=C/c3cccs3)SC2=S)no1,-8,0.8,12,i,-7,0,37,-1,-1.7,-0.4
O=C(CSc1ccc(F)cc1)N1CCOCC1,-2,-1.5,2,i,-1,1,-7,2,-1.9,-1.1
COc1cccc(C2NC(=O)NC(C)=C2C(=O)OCCSC)c1OC (centres undefined),1,-0.5,-4,i,3,-4,-9,-4,-1.6,-1.2
Cn1cccc1/C=C1\Cc2ccccc2C1=O,2,-0.9,3,i,-31,0,-6,-8,0.6,-0.8

Remaining list, next part:
Screens in order – CSN inh | MsrA inh | DNMT1 inh | Rpn11 block | SUMO1 PPI mod | STEP block | Scp1 inh | NadD inh | LMPTP inh | Tb MetRS inh
> CCn1cc(C(=O)N2CCc3ccccc32)c(=O)c2cc(S(=O)(=O)N(C)C3CCCCC3)ccc21
 : 2 | 0.0 | -1 | i | -1 | 1 | 1 | 11 | 1.0 | -0.2
> CSCCC(NC(=O)c1ccco1)C(=O)OC(C)C(=O)NC(=O)NC1CCCCC1 (centres undefined)
 : -2 | -0.1 | -1 | + | 4 | -1 | -1 | 0 | 0.5 | -0.4
> Cc1nc2c(sc(=S)n2Cc2ccco2)c(=O)n1CC(=O)Nc1ccccc1Cl
 : 6 | -0.4 | 15 | i | -6 | 2 | -1 | 0 | 2.9 | -0.2
> O=C(c1c(F)cccc1F)N1CCN(CCOc2ccccc2)CC1
 : 2 | 1.4 | -1 | i | -1 | 0 | -15 | -5 | -0.5 | -1.2
> CC(C)CC1CC(=O)OC1(C)C(=O)CSc1nc2ccccc2s1 (centres undefined)
 : -1 | 0.6 | -6 | i | -3 | 6 | -7 | -3 | -0.5 | -1.0
> CC1CC(C)CN(CCCNC(=O)C2CCC(=O)N2C2CCCC2)C1 (centres undefined)
 : 2 | -0.3 | 9 | i | -1 | -1 | 0 | -2 | -1.5 | -1.3
> Cc1ccccc1C(=O)Nc1cccc(NC(=O)c2ncn[nH]2)c1
 : -1 | -0.1 | 2 | i | 7 | 0 | -4 | 5 | -0.5 | -0.6
> Cc1c(NC(=O)C(C)OC(=O)CNC(=O)c2ccc(C(C)(C)C)cc2)c(=O)n(-c2ccccc2)n1C (centres undefined)
 : 4 | 0.8 | 0 | i | 1 | 4 | -4 | 0 | -1.2 | -1.9
> Cc1ccccc1NS(=O)(=O)c1ccc(C(=O)NCCCN2CCOCC2)cc1
 : -7 | 0.9 | 6 | i | -3 | -2 | 0 | -5 | -0.5 | -0.7
> O=C(CC[C@H]1O[C@@H](n2cnc3c(NC(=O)c4ccccc4)ncnc32)[C@H](O)[C@@H]1O)NCc1ccc2c(c1)OCO2
 : 4 | -1.3 | 10 | i | 2 | 0 | . | -2 | -0.6 | -1.1
> C=CCc1c(C)nc(SCC(=C)C)[nH]c1=O
 : 2 | 1.3 | 5 | i | 1 | 1 | 10 | 1 | -0.3 | 0.1
> Cc1nn(-c2ccc(Cl)cc2)c(Cl)c1/C=C(\C#N)C(N)=O
 : 6 | 0.3 | -4 | i | -11 | -1 | -8 | -7 | -2.1 | 0.6
> CC(C)C[C@@H]1O[C@H](CCc2ccccc2)CC2=C1C(=O)OC(C)(C)O2
 : -1&1 | 1.4 | . | . | 3&7 | . | . | 5&-3 | 3.2&1.5 | -0.1&-1.0
> O=C(Nc1nc2ccc(F)cc2s1)c1ccc([N+](=O)[O-])o1
 : 2 | 0.9 | 6 | i | -25 | 1 | . | -5 | 1.2 | -0.1
> O=C(O)/C=C/c1ccc(S(=O)(=O)Nc2ccc3[nH]c(=O)[nH]c3c2)cc1
 : -2 | 2.0 | 0 | i | 14 | 3 | 7 | 0 | 0.3 | 0.7
> COC(=O)c1cc2sccc2n1Cc1nc(-c2ccc(Cl)cc2)oc1C
 : 6 | 0.2 | 6 | i | -3 | -2 | -10 | -3 | 1.3 | 0.4
> NC(=O)[C@@H]1CCCNc2c(I)cc([N+](=O)[O-])cc2C(=O)N[C@@H](CCC(=O)O)C(=O)N[C@@H](CO)C(=O)N1
 : -3 | . | 2 | i | -23 | 2 | 3 | 6 | 1.7 | 0.0
> O=C(NCc1cc(C(F)(F)F)ccc1F)C1CCC(=O)N(C2CC2)C1 (centres undefined)
 : -2 | 2.1 | 2 | i | 0 | 1 | -2 | -2 | -0.6 | 0.0
> CN(C)S(=O)(=O)n1cnc([C@H]2c3c(ncn3Cc3ccccc3)C[C@H]3COC(=O)[C@@H]32)c1
 : 1 | -0.1 | -1 | i | -5 | -2 | -8 | 1 | -1.3 | -0.4
> CCC1=NN2C(=N)/C(=C\c3ccc(OCCOc4ccccc4OC)cc3)C(=O)N=C2S1
 : 2 | 1.4 | -4 | i | 11 | -1 | -2 | 25* | -0.1 | -0.4
> COCCNC(=O)CN1CCC(n2c(C)nc3cc(C(F)(F)F)ccc32)CC1
 : -1 | 1.0 | 0 | i | -2 | -5 | 0 | 3 | -0.1 | -0.5
> CCN(CC(=O)Nc1c(F)cccc1F)C(=O)CCc1c[nH]c2ccccc12
 : 4 | 0.1 | 1 | i | 4 | -3 | -3 | 1 | -1.1 | -0.2
> COc1ccc(/C=N/N2C(=O)C3C4C=CC(CC4)C3C2=O)c(OC)c1 (centres undefined)
 : 4 | 0.5 | -2 | i | 0 | -7 | -5 | 0 | -1.3 | 0.2
> Cc1ccc(S(=O)(=O)N2CCOCC2)cc1NC(=O)COC(=O)CSc1ccc(Br)cc1C
 : -3 | 1.9 | -10 | i | -1 | 1 | -13 | -6 | 28 | -0.1
> CCOC(=O)NN1C(=O)c2ccccc2NC1c1ccccn1 (centres undefined)
 : 13 | 0.8 | -1 | i | 1 | 1 | -1 | 10 | -0.3 | -0.1

High-throughput results deposited in PubChem by several laboratories.
